Compound activity as filed in PubChem BioAssay.
FID counter: compounds displacing fluorescent DNA intercalator, primary screen, artefact control for HCV NS3 helicase inhibitor project, biochemical, FID fluorescence; DNA fluorescent intercalator displacement; inhibition, % at 7.9 µM; AID 1845, 2009; 290,000 compounds, 0.17% hits; in the data active means inhibition above about 37%;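 further: 0% = vehicle and 100% = reference compound; higher means more ethidium bromide displaced from hairpin DNA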
IDE cell activ: human IDE activators in live cells, primary screen, fluorescence polarization, HEK cells, FAbeta-B substrate | Insulin-degrading enzyme (Homo sapiens), P14735 | FAbeta-B cleavage; 0% vehicle, 100% cell-free pure enzyme wells | activation, % at 5.96 µM | 340,000 compounds, 0.073% hits;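 active means activation above the mean of all tested compounds plus 3 SD, set per screening campaign, cut at about 17% in these data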
Target sequence (P14735 whole entry, looked up): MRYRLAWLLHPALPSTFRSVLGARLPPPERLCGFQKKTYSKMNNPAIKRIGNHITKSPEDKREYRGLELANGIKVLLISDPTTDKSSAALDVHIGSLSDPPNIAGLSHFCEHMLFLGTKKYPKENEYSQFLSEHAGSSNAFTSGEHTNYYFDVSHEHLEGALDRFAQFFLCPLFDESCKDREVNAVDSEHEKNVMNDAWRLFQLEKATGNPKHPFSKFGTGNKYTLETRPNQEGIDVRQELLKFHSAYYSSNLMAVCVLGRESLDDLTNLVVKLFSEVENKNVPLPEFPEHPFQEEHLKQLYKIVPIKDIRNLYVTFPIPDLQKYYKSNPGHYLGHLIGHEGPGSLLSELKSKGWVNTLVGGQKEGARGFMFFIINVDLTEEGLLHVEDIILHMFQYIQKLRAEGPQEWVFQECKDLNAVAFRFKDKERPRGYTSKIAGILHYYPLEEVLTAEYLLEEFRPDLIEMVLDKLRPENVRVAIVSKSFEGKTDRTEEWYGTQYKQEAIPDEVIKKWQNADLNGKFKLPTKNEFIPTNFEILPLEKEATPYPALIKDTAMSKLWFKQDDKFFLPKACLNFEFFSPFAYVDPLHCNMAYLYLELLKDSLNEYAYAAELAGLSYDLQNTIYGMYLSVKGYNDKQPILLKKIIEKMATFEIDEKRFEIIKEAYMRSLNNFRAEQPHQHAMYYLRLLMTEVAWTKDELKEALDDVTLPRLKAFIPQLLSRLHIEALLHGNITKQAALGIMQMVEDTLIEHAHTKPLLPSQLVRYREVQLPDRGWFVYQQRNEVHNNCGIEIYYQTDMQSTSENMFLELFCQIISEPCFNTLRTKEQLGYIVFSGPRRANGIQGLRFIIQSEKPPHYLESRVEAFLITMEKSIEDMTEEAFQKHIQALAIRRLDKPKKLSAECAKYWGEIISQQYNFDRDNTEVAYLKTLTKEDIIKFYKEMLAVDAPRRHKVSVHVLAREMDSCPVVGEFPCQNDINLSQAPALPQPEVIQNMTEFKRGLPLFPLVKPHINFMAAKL
IDE cell inh: human IDE inhibitors in live cells, primary screen, fluorescence polarization, HEK cells, FAbetaB substrate | inhibition, % at 5.59 µM | 320,000 compounds, 0.41% hits | FAbetaB cleavage | AID 434962, 2010 | Insulin-degrading enzyme (Homo sapiens), P14735;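 active means percent inhibition above the average of all tested compounds plus 3 SD, set per screening campaign, cut at about 16% in these data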;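 further: IDE supplied by intact live HEK cells; FP after avidin binding of uncleaved biotin substrate so inhibition keeps polarization high; 0% = DMSO wells and 100% = 60 µM reference IDE inhibitor Ii1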
SUMO HTRF inh: inhibitors of in vitro SUMOylation cascade, primary screen, biochemical, HTRF, uHTS; HTRF SUMOylation assay, SAE1/SAE2 + UBC9; inhibition, % at 35 µM; 290,000 compounds, 0.36% hits; AID 2006, 2009; in the data active means inhibition above about 50%, passing the limit was not always enough; further: strong numbers were not always called active
M18AAP inhibitor: PfM18AAP inhibitors, malaria aminopeptidase, primary screen, biochemical, QFRET, recombinant enzyme; M18 aspartyl aminopeptidase (Plasmodium falciparum 3D7); H-Glu-NHMec fluorogenic cleavage; inhibition, % at 7.35 µM; 290,000 compounds, 1.2% hits; AID 1822, 2009;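 active means inhibition above the campaign mean inhibition over all tested compounds plus 3 SD, cut at about 28% in these data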;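 further: 0% = plate median of test compound wells and 100% = 2 mM ZnCl2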
IMP-1 inh: IMP-1 metallo-beta-lactamase inhibitors, primary screen, biochemical, epi-absorbance readout, Pseudomonas aeruginosa enzyme. metallo-beta-lactamase IMP-1 (Pseudomonas aeruginosa). purified IMP-1, nitrocefin hydrolysis, epi-absorbance fluorescence. inhibition, % at 5.6 µM. 290,000 compounds, 0.45% hits. AID 1556, 2009;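 active means inhibition above the mean plus 3 SD of all compounds in the same screening run, cut at about 4.5% in these data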;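 further: 0% = IMP-1 with DMSO and 100% = DMSO wells lacking enzyme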
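Test system: recombinant IMP-1 enzyme, purified / Medium: HEPES buffer pH 7.1 with ZnSO4 and Brij 35 / Doses: single dose, 5.6 µM / Times: 25 °C, 15 min preincubation, 25 min reaction / Detection: Epi-absorbance via hydrolysed-nitrocefin quenching of white-plate fluorescence, 480/530 nm, EDTA stop / Evaluation: percent inhibition from optical density relative to buffer-blank wells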
HCV NS3 hel inh: inhibitors of HCV NS3 helicase, primary screen, biochemical, Cy5 molecular beacon fluorescence; Hepatitis C virus NS3 helicase; NS3 helicase DNA unwinding; inhibition, % at 10.9 µM; 290,000 compounds, 0.56% hits; AID 1800, 2009;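 active means inhibition above the mean of all tested compounds plus 3 SD, set per campaign, cut at about 35% in these data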;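 further: 0% = DMSO wells and 100% = thioflavine S control wells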
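System: NS3 helicase fragment of HCV / Schedule: 1 h at 25 °C / Control set: DMSO alone as 0% and 110 µM thioflavine S as 100% / Reagent: Cy5/quencher beacon DNA duplex and ATP to start / Technique: Cy5 fluorescence / Replication: singlicate / Evaluation: % inhibition of end-to-start signal ratio versus controls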
VIM-2 inhibitor: VIM-2 metallo-beta-lactamase inhibitors, primary screen, biochemical, epi-absorbance readout, Pseudomonas aeruginosa enzyme; purified VIM-2, nitrocefin hydrolysis, epi-absorbance fluorescence; inhibition, % at 5.6 µM; 290,000 compounds, 0.89% hits; AID 1527, 2009;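 active means inhibition above the mean of all tested compounds plus 3 SD, cutoff set per screening run, cut at about 7.5% in these data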;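 further: red hydrolysis product quenches plate fluorescence so inhibitors raise well fluorescence; 0% = enzyme with DMSO and 100% = DMSO without enzyme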
p-CIP stab down: p/CIP-EGFP fusion destabilizers, primary screen, fluorescence, F442A cells. AID 1984, 2009. 16 h. decrease of EGFP signal, % at 10 µM. Q05BA5. 290,000 compounds, 0.01% hits;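 active means EGFP signal decrease of at least 30% at 10 µM or well 3 SD below plate mean, unless failing retest; inactive means the rest, including hits failing retest or dose response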; further: some compounds called inactive have numbers as strong as hits; many of its hits are not listed in these tables
Numbers without * were called inactive; x = no result given.

SMILES	FID counter	IDE cell activ	IDE cell inh	SUMO HTRF inh	M18AAP inhibitor	IMP-1 inh	HCV NS3 hel inh	VIM-2 inhibitor	p-CIP stab down
CCCN(C(=O)C1CCCN(c2ncnc3c2nc2n3CCCCC2)C1)c1ccc(F)cc1 (stereo not given)	-66	6	-1	4	0	-2.0	-17	-2.4	4
Cc1ccccc1C(=O)NNC(=O)CSc1nnc(-c2ccncc2)n1-c1ccccc1	-13	7	3	2	1	-3.7	4	-4.5	-11
NS(=O)(=O)c1ccc(CCNC(=O)CSc2nc3ccccc3c(=O)n2CC2CCCO2)cc1 (stereo not given)	-23	3	0	2	3	-2.2	5	-1.5	-8
Cc1c(Cc2ccccc2)c(=O)oc2cc(OCC(N)=O)ccc12	-13	2	1	3	1	0.4	0	0.1	-6
O=C(NC(=S)N1CCN(Cc2ccccc2)CC1)c1ccco1	-6	1	-4	9	4	-3.2	5	-2.5	5
COc1ccc(/C=C2/SC(=O)N(CCC(=O)Nc3ccc(S(=O)(=O)Nc4nccs4)cc3)C2=O)cc1	-1	-6	1	21	0	-4.1	-1	-0.9	14
CN(C)S(=O)(=O)c1ccc(Oc2ccc(S(=O)(=O)N(C)C)cc2)cc1	-20	-2	4	-10	-2	-5.4	-1	-1.2	-22
CCC(C)SCc1nc2ccccc2[nH]1 (stereo not given)	2	-3	6	14	-1	-2.2	0	-0.6	1
N=c1oc2ccccc2cc1C(=O)N/N=C/c1ccccc1	-3	10	0	11	6	-2.1	1	-3.9	2
COc1cc(/C=C/C(=O)Nc2ccc3[nH]c(=O)[nH]c3c2)cc(OC)c1OC	-21	5	-1	20	5	-2.0	-3	-2.3	-16
CCCCc1nnc(NC(=O)C2CC(=O)N(c3ccc(C)cc3)C2)s1 (stereo not given)	-1	-1	-5	-1	-3	-2.7	0	-4.7	-8
Cc1ccc(NC(=O)NNC(=O)C2CC(c3cccs3)=NO2)cc1 (stereo not given)	-9	1	1	-8	3	-3.7	-5	-1.8	15
CCOc1ccc(NCc2cc3c(C(C)(C)C)nn(-c4ccccc4)c3[nH]c2=O)cc1	0	3	-4	-11	12	-3.1	7	-3.8	-16
O=C(CCc1ccccc1)NCCC1=CCCCC1	-13	-4	-3	15	-2	-2.2	9	-1.8	-4
CCOC(=O)Nc1cccc(OCC(=O)Nc2ccccc2OC)c1	-18	2	-2	x	3	-1.2	-8	-3.1	x
COc1ccccc1C(=O)N/N=C/c1c[nH]c2ccccc12	-3	-2	-8	8	6	-1.5	-4	-1.7	4
CCOc1cc(/C=N/O)ccc1OCc1ccc(C)cc1	-17	3	2	-26	1	-2.6	-6	-0.5	-1
COCCNC(=O)c1cnn2c(C(F)(F)F)cc(-c3ccc(C)cc3)nc12	-7	1	-1	21	-1	-1.1	-5	2.1	4
CCOC(=O)CCCNS(=O)(=O)c1c(C)ccc2nsnc12	-2	-2	-5	4	-2	-3.9	-3	-3.9	0
CC(C)C(=O)Nc1ccc(C(=O)NN2C(=O)c3ccccc3C2=O)cc1	-5	3	2	-1	4	-3.8	-2	-2.6	4
O=C1C(Cl)=C(NCc2cccnc2)C(=O)c2ccccc21	4	4	1	11	5	-1.6	-1	5.6	-6
Cc1ccc(S(=O)(=O)N(c2ccccc2)C2CCS(=O)(=O)C2)cc1 (stereo not given)	-6	5	3	2	-3	-1.1	7	-1.0	3
CCCCNC(=S)NNC(=O)c1cccnc1	-3	2	0	-14	0	-1.9	-9	-2.1	3
Cn1cnc([N+](=O)[O-])c1Oc1ccccc1	0	2	-4	5	3	-0.5	-3	-1.0	1
CCN1C(=O)[C@@H]2C(C(=O)c3cnccn3)=NN[C@@H]2C1=O	-3	0	1	8	-2	-1.3	-1	-2.1	4
C(#Cc1ccc(C#CCN2CCOCC2)cc1)CN1CCOCC1	-11	8	-3	2	-1	-1.6	4	-2.2	-8
Cc1nnsc1C(=O)NC1CCCc2c1cnn2-c1ccccc1F (stereo not given)	-15	5	1	9	-8	-1.4	-3	-1.2	-8
CC(C)CN(CC(C)C)C(=O)c1cccc(S(=O)(=O)N2CCc3ccccc32)c1	-33	1	3	-19	6	-2.0	-6	-2.5	11
O=C1CC(C(=O)Nc2ccc(Cl)cc2)S/C(=N\N=C\c2ccco2)N1 (stereo not given)	-9	4	-3	31	-4	-2.9	0	-4.3	6
COc1ccc(CC2(CO)CCN(S(=O)(=O)c3c(C)nn(C)c3C)CC2)cc1	-14	4	1	2	-7	-1.5	5	-0.9	5
CC(=O)Nc1ccccc1OCC(=O)NCC(F)(F)F	7	2	1	14	-3	-0.9	6	-0.2	-1
CCn1c(NC(=O)C(C)C)c(-c2ccccc2)c(=O)c2ccccc21	-4	x	7	9	-2	-1.9	-3	-1.0	-2
Cc1cccc(OCC(=O)N2CCN(C(=O)c3cccs3)CC2)c1	-7	0	5	6	2	-2.6	-1	-2.0	-16
CCOc1nsc(OCC)n1	-1	3	7	4	2	-2.0	2	-0.8	6
CCOC(=O)c1ccc(NC(=S)N2CCCC(C(=O)N3CCCC3)C2)cc1 (stereo not given)	-44	6	-2	5	3	-1.7	5	0.3	-3
Nc1ccc(C(=O)OCc2ccncc2)cc1[N+](=O)[O-]	12	9	0	7	3	-3.0	1	1.4	-7
O=C(Cn1cc([N+](=O)[O-])cn1)NCCc1c[nH]c2ccccc12	0	3	5	3	3	-1.6	2	-3.9	5
CC(C)(C)NC(=O)NC(=O)COC(=O)c1ccco1	-5	0	2	16	1	-2.6	3	-4.2	14
O=C(CCc1nnc2n(Cc3ccc(F)cc3)c(=O)c3ccccc3n12)N1CCN(c2ccccn2)CC1	-39	0	-2	11	-3	-1.9	-9	1.4	4
Cc1cccc(CN2C(=O)N/C(=C/c3cc(C)n(-c4ccccn4)c3C)C2=O)c1	-14	3	1	-2	-9	-4.4	-1	-1.1	13
COC(=O)N/N=C/c1cc(C)n(-c2ccc(Br)cc2)c1C	-10	4	-1	8	-2	-0.1	-3	1.5	-5
Cc1ccc(NC(=S)N2CCC(c3nc4ccccc4s3)CC2)cc1C	-5	5	6	-30	-32	-2.6	-5	-2.0	-4
N#Cc1ccc2ccn(CC(=O)NC3CCCCCC3)c2c1	1	4	3	8	10	-3.2	-3	-2.9	-7
Cc1cc(C(=O)COC(=O)C(C)NC(N)=O)c(C)n1Cc1ccco1 (stereo not given)	-7	8	7	11	-10	-0.3	12	-2.2	-12
CCC(Sc1nc2c(c(=O)n1CC)SC(C)C2)C(=O)OC (stereo not given)	-15	4	-3	10	-7	-5.1	2	-3.7	-13
CCOC(=O)C1=C(c2ccccc2)NC(N)=NC1c1ccc(OCc2ccc(Cl)cc2)c(OC)c1 (stereo not given)	10	19*	2	-24	-3	-2.5	-49	-4.1	-7
COc1ccc(OC)c(/C=C/c2c([N+](=O)[O-])c(=O)n(C)c(=O)n2C)c1	-7	-4	5	-4	1	-3.2	2	0.3	3
COc1cc2cc(C(c3nnnn3C3CCCC3)N3CCc4ccccc43)c(=O)[nH]c2cc1OC (stereo not given)	-3	-3	-3	12	4	-2.1	0	-2.6	-12
CCC(C)N(CC(=O)NCc1ccc(OC)cc1)C(=O)c1csnn1 (stereo not given)	-4	1	0	-6	-4	-0.4	5	-1.2	-10
O=S(=O)(NCc1ccco1)c1cccc(S(=O)(=O)N2CCOCC2)c1	5	-2	2	25	4	-3.6	3	-2.0	15
O=C(N/N=C/c1ccccn1)c1cc(-c2ccc(Cl)cc2)nc2ccccc12	-2	3	0	-45	1	-2.7	-2	-3.3	9
COc1cccc(OCC(=O)N(Cc2nc(-c3ccc(Cl)cc3)no2)C(C)C)c1	-31	0	3	-16	4	-5.5	5	-3.4	-8
COc1ccc(S(=O)(=O)N(CC(=O)N2CCCC2)Cc2ccccc2)cc1	-20	1	-3	8	-7	-6.2	-4	-3.7	4
COc1ccc(CC(=O)Nc2nc(-c3cccc([N+](=O)[O-])c3)cs2)cc1	-4	4	5	21	-6	-1.1	7	-1.4	1
CCc1nnc(NS(=O)(=O)c2ccc(NC(=O)c3ccc(Br)cc3)cc2)s1	-30	-3	-1	13	-7	-2.8	14	-1.6	-10
COc1ccccc1NC(=O)CN1C(=O)COc2ccc(S(=O)(=O)N3CCC(C)CC3)cc21	-44	4	5	x	0	-2.5	-7	-2.3	-3
NS(=O)(=O)c1ccc(CCNC(c2ccccc2)c2ccccc2)cc1	9	3	-6	8	3	-0.7	-8	-3.6	3
CC1(C)C2CCC1(C)C(NCC(O)COc1ccc(C#N)cc1)C2 (stereo not given)	12	-3	1	1	2	0.4	-20	-0.7	-8
CCc1ccc(S(=O)(=O)NCc2cn3ccccc3n2)s1	-2	4	6	-5	-11	-4.3	0	-1.9	-14
COc1cc(CC(=O)OCC(=O)Nc2ccc([N+](=O)[O-])cc2)cc(OC)c1OC	-7	-2	-1	5	-8	-2.8	4	0.6	15

Following part
SMILES	FID counter	IDE cell activ	IDE cell inh	SUMO HTRF inh	M18AAP inhibitor	IMP-1 inh	HCV NS3 hel inh	VIM-2 inhibitor	p-CIP stab down
COc1ccc(C(C)=O)cc1CSc1nnc(SCc2cc(C(C)=O)ccc2OC)s1	-2	x	4	16	-1	-1.8	4	-2.8	-10
COc1ccccc1/C=C/C=N\N1CCN(Cc2ccccc2Cl)CC1	-4	-3	11	9	1	-1.5	-1	0.4	1
COc1ccc(OCCSc2nnc(CCNC(=O)c3ccc(OC)cc3)n2C)cc1	-31	4	3	-3	-5	-2.0	5	-1.6	-14
COc1ccc(S(=O)(=O)N2CCOC2CNC(=O)C(=O)NCc2ccc3c(c2)OCO3)cc1OC (stereo not given)	-35	0	-3	-2	-11	-0.8	-3	-0.6	2
NS(=O)(=O)c1cccc(NC(=O)COc2ncnc3c2cnn3-c2ccccc2)c1	2	3	-4	-12	-14	-1.7	-4	-0.4	-3
Cc1ccc(NC(=O)CCN2C(=O)c3ccncc3C2=O)cc1	2	4	5	31	-1	-3.7	-17	-4.0	-12
O=C(NCc1ccc(F)cc1)c1nc(-c2cccs2)no1	-3	-2	-4	-2	4	-3.4	-5	-3.1	-4
CC/C(=N\NC(=O)c1ccc2c(c1)OCO2)C12CC3CC(CC(C3)C1)C2	-4	-2	6	2	-8	-3.0	9	-2.8	-8
